# Screens from PubChem.
# Giardia killer: kills Giardia lamblia; Giardia lamblia trophozoite viability; activity change, % at 7.66 µM, hits read low; 340,000 tested, 0.15% active; in the data active means activity change below about -80%; inconclusive means between about -30% and that limit;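 further: parasites exposed to compound for two days anaerobically before the ATP read; on the % scale 0 is the no-effect control and ±100 the full control effect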
#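 Compounds were tested on trophozoites seeded at 100 cells/well and held 48 hrs at 37 deg C anaerobically. An ATP-based luminescent kit measured the remaining live cells.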
# Tb PFK inh: blocks T. brucei phosphofructokinase | 330,000 tested, 0.17% active | AID 485367 | O15648 | Potency, µM (titrated, usually from 57.5 µM), for the others: at the highest dose activity, negative = inhibition, most hits filed as inhibitors | T. brucei PFK, ADP-Glo luminescence;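 further: potency means the concentration at half of the fitted maximal effect; 0% = uninhibited 1x PFK enzyme wells and -100% = no-enzyme wells; nearly all actives have a fitted effect of over 60% in size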
# Target sequence (O15648 whole entry, looked up): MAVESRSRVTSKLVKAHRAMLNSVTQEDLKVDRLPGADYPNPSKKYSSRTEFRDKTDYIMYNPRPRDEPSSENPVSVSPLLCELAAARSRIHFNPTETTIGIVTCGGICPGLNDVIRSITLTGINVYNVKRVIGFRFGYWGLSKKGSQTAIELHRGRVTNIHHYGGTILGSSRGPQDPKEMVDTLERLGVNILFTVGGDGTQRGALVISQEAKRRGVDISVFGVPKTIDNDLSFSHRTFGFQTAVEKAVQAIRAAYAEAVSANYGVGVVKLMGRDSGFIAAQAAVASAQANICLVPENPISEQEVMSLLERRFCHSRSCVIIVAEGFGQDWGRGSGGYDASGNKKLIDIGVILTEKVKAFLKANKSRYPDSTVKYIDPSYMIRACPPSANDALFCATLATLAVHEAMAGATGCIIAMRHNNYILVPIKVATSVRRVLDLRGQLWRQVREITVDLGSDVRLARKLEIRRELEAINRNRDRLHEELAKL
#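 In TEA buffer at pH 8.0 with 5 mM MgCl2, enzyme (1.25 nM) converted F6P (0.5 mM) and ATP (0.1 mM) for 45 min at room temperature. ADP product was read by luciferase luminescence.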
# TSHR antagonist: human thyrotropin receptor antagonism. P16473. TSHR-expressing cells, TSH-stimulated cAMP HTRF, 2 h; active compounds read low. activity change, negative = inhibition, % at 11.5 µM. 330,000 tested, 0.2% active;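 active means activity change below a set negative limit, meaning inhibition stronger than a set level, cut at about -70% in these data; inconclusive means activity change between two set negative limits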; further: on the % scale 0 is the no-effect control and ±100 the full control effect
#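 TSHR-expressing cells, 200/well, pre-treated with compound, then stimulated with EC80 TSH (4nM final) for 2 hours at 37 deg C. cAMP measured by competitive HTRF: anti-cAMP cryptate antibody in lysis buffer plus cAMP-d2, read after 30 minutes at room temperature.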
# Coupling enz: coupling enzyme interference in Giardia aldolase counter-screen; coupling enzyme system counterscreen, AmpLite Red fluorescence; activity change, negative = inhibition, % at 58.2 µM, hits read low; 290,000 tested, 0.67% active; AID 2472; in the data active means activity change below about -30%; further: on the % scale 0 is the no-effect control and ±100 the full control effect
#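 Compounds tested against the coupling enzymes alone at 57.5 uM final; readout was AmpLite Red fluorescence (525/598 nm) after 20 min at RT.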
# BCR signal inh: blocks chronic active B-cell receptor signaling | ABC-DLBCL IkBa-CBG/CBR reporter, luminescence ratio, 4 h | Potency, µM (doses to about 46.1 µM), for inactives: top-dose ratio change, negative = lower green/red ratio, usual class: inhibitors | 340,000 tested, 0.05% active | AID 493014; active means well fitted inhibition curve with a large enough effect in the signal ratio, with a control signal flat, not every such curve was filed as active; inconclusive means small, poorly fitted or top-dose-only effect, or effect the other way, or a change in a side signal; the % refers to the signal ratio;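 further: potency means the concentration at half of the fitted maximal effect; plate controls were basal doxycycline-induced cells for no effect and cells given 10 µM MG132 for full effect; MG132 reads +100%, hits lower the ratio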
#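 Concentration-response series (up to 46 uM) were applied to TMD8 dual-reporter cells for 4 h at 37C with doxycycline. Green/red ratio, after filter-overlap correction, defined %Activity; red signal alone was normalised to basal cells and zero luminescence.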
# TCR activator: activates T cell receptor signaling; primary human leukocytes, anti-CD3, IL-2 HTRF, 48 h; Potency, µM (series often up to 9.22 µM), without a hit: at the top dose activation of IL-2 secretion, most hits filed as activators; 330,000 tested, under 10 active; AID 504894; further: % of control where 0% means no effect
#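 Readout: HTRF IL-2, Eu-cryptate/d2 antibody pair, 320nm excitation, 665nm emission. Stimulus: a-CD3 beads, no co-stimulation. Cells: primary human leukocytes. Exposure: 48 hr with compound.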
# A-T KAP1 phos: potential ataxia-telangiectasia treatments restoring KAP-1 phosphorylation. […] A-T fibroblasts, KAP-1 phosphorylation AlphaLISA; neocarzinostatin DNA damage 30 min before lysis. Potency, µM (doses to about 57.5 µM), inactives show at the highest dose activation, usual class: activators. 320,000 tested, 0.19% active. AID 485349; further: potency means the concentration at half of the fitted maximal effect; % of control where 0% means no effect; nearly all actives have a fitted effect of over 45% in size
#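 ATM-like activity read as KAP-1 phosphorylation via AlphaLISA donor/acceptor antibody pairs after lysis and 6 hr at 25C. Cells were ATM-null patient fibroblasts ([…], hTERT), dosed 60 min, then exposed to the DSB inducer NCS for 30 min.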
# hERG WT inh: blocks the wildtype human KCNH2 potassium channel; U2OS, BacMam KCNH2, thallium flux FluxOr; active compounds read low; activity change, % at 1.84 µM; 340,000 tested, 0.37% active; AID 720551;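 active means maximum activity change below -70%; inconclusive means maximum activity change between -70% and -50%; inactive means maximum activity change above -50%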; further: on the % scale 0 is the no-effect control and ±100 the full control effect
#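 U2OS cells were transduced with wild-type KCNH2 virus (2.03 x 10^8 / mL) for 4 h at room temperature, then cultured overnight at 37 C. Thallium flux was read with FluxOr dye. Rate constants were normalized to DMSO controls.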
# MLL CXXC-DNA inh: blocks binding of human MLL CXXC domain to DNA. Q03164. MLL-CXXC / FITC-HOXA9 DNA fluorescence polarization. Potency, µM (highest dose often 115 µM), for the others: top-dose activity change, negative = inhibition, hits mostly inhibitors. 290,000 tested, 0.037% active. AID 2662; active means well fitted inhibition curve with a large enough effect in the polarisation, with a control signal flat, not every such curve was filed as active; inconclusive means small, poorly fitted or top-dose-only effect, or effect the other way, or a change in a side signal; inactive means no such curve, though single readings can be large or run the other way; the % refers to the polarisation; further: potency means the concentration at half of the fitted maximal effect
#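 Steps: dispense CXXC domain solution (7 uM) → pin compounds or unlabeled HOX-A9 DNA control → 5 min ambient → add FLSN-HOX-A9 solution (50 nM) → spin → 30 min ambient → fluorescence polarization. Tris pH 7.5/NaCl/DTT/BSA buffer.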
# GALK inh: inhibitors of human galactokinase. Purified GALK, Kinase-Glo residual ATP luminescence. Potency, µM (top dose mostly 57.5 µM), for inactives: at the highest dose activity change, negative = inhibition, usual class: inhibitors. 270,000 tested, 0.007% active. AID 1868; further: potency means the concentration at half of the fitted maximal effect; on the % scale 0 is the no-effect control and ±100 the full control effect
# Target sequence (P51570 whole entry, looked up): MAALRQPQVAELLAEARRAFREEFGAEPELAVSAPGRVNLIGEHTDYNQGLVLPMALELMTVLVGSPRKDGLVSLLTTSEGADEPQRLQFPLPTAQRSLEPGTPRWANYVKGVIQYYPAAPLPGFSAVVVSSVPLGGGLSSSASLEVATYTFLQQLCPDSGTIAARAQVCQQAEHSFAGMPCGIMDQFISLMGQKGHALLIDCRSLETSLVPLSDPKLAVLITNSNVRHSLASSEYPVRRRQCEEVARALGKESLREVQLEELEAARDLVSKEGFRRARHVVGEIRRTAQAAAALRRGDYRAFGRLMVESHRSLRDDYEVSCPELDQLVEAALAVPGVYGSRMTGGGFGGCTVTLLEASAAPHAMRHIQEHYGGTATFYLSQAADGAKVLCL
#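 5 nM enzyme, 35 uM ATP, 100 uM galactose, 20 mM HEPES pH8.0, 5 mM MgCl2; 1 h RT; residual ATP by Kinase-Glo Plus luminescence, qHTS format.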
# * = called active by the depositor; u = inconclusive; x = no result given; [ ] = dose if it differs, or a comment. Unless noted, the call rests on the fitted dose curve; in most records, active means well fitted curve in the direction sought with a large enough effect; inconclusive means small, poorly fitted or top-dose-only effect, or another doubt; inactive means no such curve, though single readings can be large; an effect the other way counts as inactive or inconclusive.
SMILES,Giardia killer,Tb PFK inh,TSHR antagonist,Coupling enz,BCR signal inh,TCR activator,A-T KAP1 phos,hERG WT inh,MLL CXXC-DNA inh,GALK inh
CC(=O)Nc1ccc(S(=O)(=O)Nc2ccc(N3CCOCC3)cc2)cc1,-7,8%,2,-1,-77%,1%,-1%,2,-6%,-4%
Cc1ccc(NC(=O)C2C3CCCC2C3c2ccccc2)cc1 (stereo not drawn),6,0%,6,4,u,-9%[46.1 µM],1%,-6,11%,0%
COc1ccc(CC2(CO)CCN(Cc3cnc(-c4ccccc4C)nc3)CC2)cc1,-1,3%,-8,0,-1%,-2%,5%,27,8%,-1%
CCC(C)c1ccccc1NC(=O)COc1ccc(-c2nnco2)cc1 (stereo not drawn),5,5%,6,x,2%,1%,1%,-8,x,x
CCN(CC)Cc1c(O)ccc2occ(C(=O)c3ccccc3)c12,5,0%,3,6,u,2%,6%,4,10%,7%
N#CCc1cc2ccc3cccc4ccc(c1)c2c34,-3,0%,-2,-6,u,3%,15%,-2,14%,x
CN(Cc1ccccc1)C(=O)c1ccc([N+](=O)[O-])o1,-87*,1%,17,1,7%,6%[46.1 µM],-3%,x,4%,x
COc1ccccc1-c1nc(C#N)c(N2CCN(C(c3ccccc3)c3ccccc3)CC2)o1,11,-5%,-4,1,-2%,-2%,-2%,-5,27%,1%
C=CCSc1nc2sc3c(c2c(=O)n1CC)CCC3,-1,u,-12,4,1%,x,8%,5,3%,-4%
CC(=N\NC(=O)c1ccccc1)/C(=N/O)C(=O)Nc1ccccc1,12,-3%,-9,1,-17%,4%,-4%,6,9%,0%
CCCCOc1cccc(C2C(C(=O)c3ccc(C)o3)=C(O)C(=O)N2c2nnc(C)s2)c1 (stereo not drawn),20,2%,-1,3,-1%,0%,-9%,30,-6%,4%
COc1ccc(C(=O)NCCS(=O)(=O)NCc2ccc(C)cc2)cc1,-14,-13%,5,x,1%,4%,2%,-3,x,x
CCOc1ccc(OCC)c(NC(=O)CCSCCc2ccccn2)c1,10,-2%,-9,-1,-4%,-10%,-4%,10,10%,1%
C[C@H](CCCC/C=C/C(=O)O)O[C@@H]1O[C@@H](C)[C@H](O)C[C@H]1O,-2,0%,22,x,-4%,0%,-11%,3,x,x
Cc1ccc(CCSc2ccc(F)cc2)cn1,11,-4%,-2,4,8%,-1%,10%,-2,-5%,-1%
CN(C)/C=C/C(=O)c1ccccc1F,-4,0%,0,1,12%,-4%,-6%,2,14%,1%
COc1ccccc1NC(=O)CSc1nc2sc(C)c(C)c2c(=O)n1Cc1ccco1,9,3%,5,7,u,-1%,6%,16,2%,2%
COc1ccc(CCN2C(=O)C3C(C2=O)C2C=CC3C23CC3)cc1OC (stereo not drawn),-5,8%,20,0,u,0%,15%,-4,1%,9%
CCN(CC)C(=O)Oc1ccc2cc(Br)ccc2c1,-5,0%,-17,5,u,1%[46.1 µM],20%,21,1%,0%
CCN(CC)S(=O)(=O)c1ccc(Nc2cc(C)nc3ncnn23)cc1,1,2%,-8,1,-11%,x,4%,0,-4%,2%
Cc1cccc(NC(=O)CSc2nc3nc(C)cc(C)n3n2)c1,13,0%,-7,0,6%,1%,-1%,-16,10%,-2%
COc1ccc2[nH]c3c(C)c4cc[n+](C)cc4c(C)c3c2c1,14,x,x,-9,x,3%,x,-2,x,x
Cc1nc(N)nc(N/N=C/c2c(F)cccc2Cl)n1,8,-1%,-1,-1,-13%,-3%,-18%,-3,-5%,-3%
COC(=O)c1ccc(CSc2nnc(NC(=O)c3cc4c(s3)CCCC4)s2)cc1,-1,3%,-6,2,17%,2%,2%,1,24%,0%
CN(C)C(=O)Cn1cc(S(=O)(=O)Cc2ccccc2)c2ccccc21,10,5%,13,-4,-6%,-3%,0%,-2,-5%,-2%
CC1=NN(c2cccc(F)c2)C(=O)/C1=C/c1ccc(N(C)C)cc1,-6,3%,-2,2,-7%,5%,-4%,-2,u,-2%
CCN(CC)CCSc1nc(O)c(Cc2ccccc2)c(=O)n1-c1ccccc1,-9,-5%,2,3,4%,1%,-3%,2,2%,2%
NS(=O)(=O)c1ccc(-c2c(-c3ccccc3)sc3ccccc23)cc1,14,0%,5,x,-1%,7%,8%,2,x,x
CC1(C)Cc2cccc(OCC(=O)OCC(=O)Nc3ccccc3)c2O1,1,1%,3,x,1%,7%,1%,-4,x,x
COc1cccc(CN(C)C(=O)c2sccc2-c2ccccc2)c1OC,9,-2%,-9,x,4%,1%,8%,-1,0%,2%
CSCc1cc(N2CCOCC2)nc(-c2ccccc2)n1,-13,13%,-5,2,-3%,-4%,1%,-2,35%[activator],7%
CS(=O)(=O)c1ccc(NS(=O)(=O)c2ccc3ccccc3c2)cc1,-18,4%,9,7,3%,-1%,u,-2,1%,9%
NS(=O)(=O)c1ccc(CCNCc2cccs2)cc1,15,-23%,19,5,-11%,5%,0%,12,0%,5%
Cc1ccc(NC(=O)CCC(=O)OC(C)C(=O)c2ccccc2)cc1 (stereo not drawn),2,1%,10,2,3%,1%,8%,-3,1%,-2%
C=CCNc1nnc(SCC(=O)Nc2ccccc2OC)c2ccccc12,2,0%,2,-2,-14%,1%,4%,-1,21%,-1%
COc1cccc(C(=O)N(c2ccc(OC)cc2OC)C2C=CS(=O)(=O)C2)c1 (stereo not drawn),16,1%,-3,2,-10%,0%,-6%,8,-1%,2%
O=C(C1CCCN(Cc2cccc(F)c2)C1)N1CCCCC1 (stereo not drawn),-11,-1%,1,1,7%,2%,-2%,4,-23%,0%
O=C(Nc1cccc(S(=O)(=O)N2CCCCCC2)c1)c1ccc(=O)[nH]c1,-17,-2%,-9,x,-5%,x,-4%,-5,x,x
COc1ccc(CC(=O)Nc2nnc(C)s2)cc1,6,2%,14,4,u,-20%,-3%,3,-3%,0%
C=CCN(c1ccccc1)S(=O)(=O)c1ccc2c(c1)oc(=O)n2C,-22,-3%,-3,7,7%,-5%,2%,7,1%,2%
CCOC(=O)C(NC(=O)c1ccc(OC)cc1)(N1CCOCC1)C(F)(F)F (stereo not drawn),-24,-9%,1,0,-14%,x,4%,3,7%,0%
CCOC(=O)CCSc1nc(C)c2ccccc2n1,3,3%,-2,0,u,-19%,4%,6,1%,1%
O=C(COC(=O)COc1ccc(Cl)cc1)Nc1ncc(Br)s1,-1,-4%,1,x,-2%,-6%,-5%,4,x,x
O=C(O)/C=C(\Oc1ccccc1)C1(O)CCCCC1,35[activator],14%,10,2,0%,3%,-2%,-11,-4%,-2%
Cc1cccc(NC(=O)CC2NC3CCCCC3NC2=O)c1 (stereo not drawn),-8,-5%,14,0,1%,-3%,-1%,-5,-3%,0%
C(=N\N=C\c1ccncc1)/c1ccncc1,u,-18%,5,x,6%,-2%,5%,9,x,x
CCCC(=O)NC(c1ccc(OC)cc1)c1ccc2cccnc2c1O (stereo not drawn),4,-6%,9,0,u,3%,2%,-1,-4%,3%
Cc1ccc(NC(=O)COC(=O)CC2CCCC2)cc1F,0,0%,6,x,-1%,1%[46.1 µM],7%,-3,x,x
NS(=O)(=O)c1ccc(CCNC(=O)COC(=O)CN2C(=O)C3CCCCC3C2=O)cc1 (stereo not drawn),5,3%,-7,0,8%,-15%,0%,9,2%,0%
O=C(Nc1ccccc1)NC1CCCc2ccccc21 (stereo not drawn),-22,0%,-7,-2,u,5%,-2%,x,19%,-2%
COc1ccc(CCNC(=O)C2CCN(S(=O)(=O)c3ccc(Cl)cc3)CC2)cc1OC,20,-1%,-7,3,-2%,5%[46.1 µM],4%,-4,1%,-3%
Cc1ccc(C(=O)Nc2ccc(N3CCN(C)CC3)cc2)cc1C,3,0%,1,0,0%,-2%,-5%,21,1%,6%
O=c1[nH]n(-c2ccccn2)c(=O)c2ccccc12,-9,2%,18,0,u,-12%,6%,-2,7%,7%

# Whole records, quoted from the list:
# Listed for COc1ccc(CCNC(=O)C2CCN(S(=O)(=O)c3ccc(Cl)cc3)CC2)cc1OC : Giardia killer = 20; Tb PFK inh = -1%; TSHR antagonist = -7; Coupling enz = 3; BCR signal inh = -2%; TCR activator = 5%[46.1 µM]; A-T KAP1 phos = 4%; hERG WT inh = -4; MLL CXXC-DNA inh = 1%; GALK inh = -3%
# Listed for CCOC(=O)CCSc1nc(C)c2ccccc2n1 : Giardia killer = 3; Tb PFK inh = 3%; TSHR antagonist = -2; Coupling enz = 0; BCR signal inh = u; TCR activator = -19%; A-T KAP1 phos = 4%; hERG WT inh = 6; MLL CXXC-DNA inh = 1%; GALK inh = 1%
